# ER stress rescue = rescue of cells from ER stress-induced death, primary screen, 384-well, CSM14.1, thapsigargin, ATP luminescence (AID 1222). CSM14.1 thapsigargin-induced death rescue, ATP luminescence; higher % means a stronger effect. cellular ATP content (survival), % at 20 µM; hits with a dose series show EC50 in µM. 190,000 tested, under 10 active;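 active = EC50 below 50 µM in the dose-response confirmation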;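 also: death triggered by thapsigargin at about 15 µM added after 2 h compound pretreatment; cell ATP read after overnight thapsigargin exposure of roughly 18 to 22 hours; normalized against plate controls of thapsigargin alone and 5% DMSO vehicle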
# Yfh1-depleted yeast = enhancers of respiration in Yfh1-depleted yeast, dose response, Friedreich's ataxia, plus single-dose screen (AID 1465). hit rate 0.074% among 220,000. one-dose fold induction at 50 µM; EC50 in µM for titrated hits. S. cerevisiae Yfh1-off respiration, WST-1 reduction, 72 h; higher fold induction means a stronger effect;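 active = fold induction of absorbance versus untreated yeast above a set limit, then at least 30% activation at any dose in follow-up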;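 also: activators that raise dye reduction in frataxin-depleted yeast; strong numbers were not always called active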
# GPR55 beta-arrestin = GPR55 agonists via beta-arrestin recruitment, primary screen, imaging, U2OS cells, beta-arrestin-GFP redistribution (AID 1961). hit rate 0.048% among 290,000. G-protein coupled receptor 55 (Homo sapiens). U2OS GPR55 beta-arrestin-GFP redistribution imaging; higher % means a stronger effect. activation, % at 10 µM; hits with a dose series show EC50 in µM;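 active = activation above 40% with more than 50 cells counted in the well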;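 also: U2OS osteosarcoma cells stably expressing GPR55 and beta-arrestin-GFP; plate controls were DMSO negative control for no effect and LPI positive control for full effect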
# TNAP activation fold = human TNAP enzyme activators, primary screen, biochemical, luminescent, no phosphate acceptor, uHTS (AID 1001); Alkaline phosphatase, tissue-nonspecific isozyme (Homo sapiens); one-dose activation fold at 20 µM; EC50 in µM for titrated hits; hit rate 0.03% among 200,000; purified TNAP, luminescent activation assay, no phosphate acceptor; higher activation fold means a stronger effect; in the data active = activation fold from about 3, or a potency from the dose series; inactive = the rest, 99 in 100 with activation fold below about 1.6; also: many of its hits are not listed in these tables
# KOR beta-arrestin-1 = KOR agonists, beta-arrestin recruitment, primary screen, cell-based, luminescence, uHTS (AID 1777); activation, % at 10 µM; hits with a dose series show EC50 in µM; KOR beta-arrestin recruitment, luminescence; higher % means a stronger effect; Kappa-type opioid receptor (Homo sapiens); hit rate 0.02% among 280,000; in the data active = activation above about 50%, passing the limit was not always enough; also: a part of the inactive calls stands beside numbers as strong as those of hits
# NOD1 inhibition = NOD1 signaling inhibitors, primary screen, cell-based, luminescence, uHTS (AID 1578); NOD1-driven NF-kB luciferase reporter cells, luminescence; higher % means a stronger effect; inhibition, % at 4 µM, or EC50 in µM where a hit was titrated; hit rate 1% among 290,000; in the data active = inhibition mostly above about 36%, no sharp cut-off; inactive = mostly below about 34%;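 also: HEK-293T reporter cells stimulated with the NOD1 agonist gamma-tri-DAP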
# KOR beta-arrestin-2 = KOR antagonists, beta-arrestin recruitment, cell-based, luminescence, uHTS (AID 1778); Kappa-type opioid receptor (Homo sapiens); hit rate 0.091% among 290,000; KOR beta-arrestin recruitment, luminescence, antagonist mode; higher % means a stronger effect; inhibition, % at 10 µM; hits with a dose series show IC50 in µM; also: strong numbers were not always called active
# NTR1 ag = agonists of NTR1, primary screen, imaging, U2OS cells, beta-arrestin-GFP, high content (AID 493036). hit rate 0.17% among 330,000. activation, % at 20 µM. NTR1-U2OS beta-arrestin-GFP spot imaging, agonist mode. Neurotensin receptor type 1 (Homo sapiens), P30989;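 active = activation at or above 40% of the spot to cytoplasm intensity ratio, with at least 20 cells analyzed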;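 also: 0% = DMSO without peptide and 100% = 100 nM NTR1 peptide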
# Target sequence (P30989 whole entry, looked up): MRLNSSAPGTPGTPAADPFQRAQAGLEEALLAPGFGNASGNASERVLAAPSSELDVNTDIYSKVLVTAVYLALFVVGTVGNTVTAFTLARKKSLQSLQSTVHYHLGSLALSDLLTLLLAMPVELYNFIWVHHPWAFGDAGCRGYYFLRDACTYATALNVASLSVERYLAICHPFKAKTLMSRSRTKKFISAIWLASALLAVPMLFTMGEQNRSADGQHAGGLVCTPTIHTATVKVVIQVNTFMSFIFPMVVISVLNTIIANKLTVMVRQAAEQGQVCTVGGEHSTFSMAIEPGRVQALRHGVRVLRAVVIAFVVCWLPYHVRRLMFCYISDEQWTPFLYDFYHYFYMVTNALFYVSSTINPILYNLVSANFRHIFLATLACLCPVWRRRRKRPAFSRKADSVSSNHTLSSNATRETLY
# NOD2 inhibition = NOD2 signaling inhibitors, cell-based, luminescence, uHTS, HEK293 (AID 1566). inhibition, % at 4 µM, or EC50 in µM where a hit was titrated. hit rate 0.63% among 290,000. HEK293 NOD2/NF-kB luciferase reporter, luminescence; higher % means a stronger effect; also: many of its hits are not listed in these tables
# NTR1 ag cell count 20 µM = further read-out of NTR1 ag, marked with its call; cell count; measured here: cell count, cytotoxicity flag
# An asterisk follows results filed as active; i = inactive; . = no result given; [ ] = dose if it differs, or a comment. Rule as the data show it, unless noted: active = inhibition above about 50%; inactive = the rest. Not all compounds are listed; rates above refer to the full screens.
Structure	ER stress rescue	Yfh1-depleted yeast	GPR55 beta-arrestin	TNAP activation fold	KOR beta-arrestin-1	NOD1 inhibition	KOR beta-arrestin-2	NTR1 ag	NTR1 ag cell count 20 µM	NOD2 inhibition
Cc1c(/C=N\NC(=O)c2ccc([N+](=O)[O-])cc2)cnn1C	-0.8%	i	-0.1%	1	-2.1%	-20%	-14%	-1.0	37	3%
c1ccc(-n2c(Sc3cnccn3)nnc2-c2cccs2)cc1	.	i	-0.1%	1.1	-2.6%	-28%	24%	-0.7	84	4%
C=CCn1c(N)c(C(=O)Nc2cccc(C)c2)c2nc3ccccc3nc21	-2.4%	i	0.3%	1	-0.8%	-3%	-27%	12	72	-1%
CCCCCC(=O)Nc1ccc(C(=O)N/N=C/c2ccc([N+](=O)[O-])cc2)cc1	-0.4%	i	-0.6%	1.1	-6.4%	-33%	10%	3.1	73	-2%
COc1ccc(OC)c(NC(=O)C(=O)NCc2ccncc2)c1	-2.4%	i	0.2%	1.1	14%	-21%	-2%	5.0	93	13%
CCOc1cc(C#N)ccc1OCC(=O)N1CCc2ccccc2C1	.	.	-0.4%	.	5.9%	-8%	-21%[20 µM]	0.1	53	11%
Cc1nn(-c2ccccc2)c(C)c1C=O	.	i	-0.1%	.	1.3%	-6%	-1%	0.1	49	16%
CCOC(=O)N1CCN(C(=O)CSc2nnc(Cn3c(=O)sc4ccccc43)n2C)CC1	2.9%	i	-0.5%	1.1	11%	-23%	38%	2.1	64	8%
CCOC(=O)/C=c1\s/c(=C\c2ccc(C#N)cc2)c(=O)n1CC(=O)NCc1ccco1	-1.3%	i	0.1%	1.1	-1.2%	-19%	-12%	-0.2	81	11%
Oc1ccc(Br)cc1-c1cc(-c2ccc(Cl)cc2)n[nH]1	9.2%	i	-0.1%	1	-1.5%	-6%	9%	23	33	-33%
OCCN1CCN(C(=S)NC2CCCC2)CC1	0.4%	i	-0.3%	1.1	-0.9%	-9%	-15%	-0.7	90	24%
CCOC(=O)C1=C(CC)Nc2ccccc2N/C1=N\S(=O)(=O)c1cc(Br)ccc1Br	-0.5%	i	0.4%	1	2.3%	44%	-12%	2.8	72	-1%
CC(Sc1nc2ccccc2s1)C(=O)Nc1ccc2c(c1)OCO2 (configuration not stated)	0.6%	i	0.1%	1.1	7.0%	-8%	-9%	2.3	63	-10%
CC(Sc1nc(O)c(-c2ccccc2)c(=O)[nH]1)C(=O)Nc1ccc(Cl)cc1 (configuration not stated)	-0.1%	i	-0.1%	1	.	-36%	17%[20 µM]	-0.2	56	-7%
CCOC(=O)c1ccc(COc2nc3ccccc3nc2-c2ccccc2NC(C)=O)o1	.	i	-0.1%	1	4.1%	-17%	-2%	1.0	43	1%
CCOC(=O)N1CCN(CC(O)COCc2ccc(OC)c(OC)c2)CC1 (configuration not stated)	-2.4%	i	0.4%	1.1	-2.0%	-43%	-30%	2.7	41	4%
COCCN(CCOC)S(=O)(=O)c1ccc(/C(O)=C(\C#N)c2nc3ccccc3[nH]2)cc1	-0.3%	i	1.0%	1.1	-10%	-11%	18%	-1.0	44	15%
Cn1cccc1/C=C1\SC(=S)N(NC(=O)c2ccccc2O)C1=O	.	i	-0.1%	.	-1.6%	-2%	22%	1.5	56	1%
Cc1ccc(-c2noc(CSc3nnc(Cc4cccs4)n3-c3ccccc3)n2)cc1	-2.0%	i	-0.3%	1.1	0.0%	-6%	-9%	9.7	51	10%
O=c1nc2s/c(=C\c3ccco3)c(=O)n2nc1Cc1ccccc1	-0.9%	i	-0.2%	1	.	6%	7%	-1.2	35	-10%
CCOC(=O)N1CCC(NC(=O)c2cc(C(=O)Nc3cccc(OC)c3)ccc2CO)CC1	-0.9%	i	-0.1%	1.1	-2.1%	6%	21%	0.9	64	9%
CC1=CC(C)(C)N(S(=O)(=O)c2ccc(C)cc2)c2ccc(C)cc21	-1.4%	i	0.0%	1.1	-0.1%	-4%	-29%	1.4	62	7%
Cc1ccccc1NC(=S)N1CCN(c2ccccc2C)CC1	.	.	0.3%	.	1.3%	1%	-55%[20 µM]	-0.1	58	-16%
CC(C)Cn1c(N)c(C(=O)COC(=O)c2ccccc2F)c(=O)n(C)c1=O	0.8%	i	-0.2%	1	-0.9%	-23%	-7%	-0.1	44	16%
Cc1c(NC(=O)c2ccc3c(c2)OCO3)cccc1-c1nc2ncccc2o1	2.5%	i	-0.1%	1	3.9%	0%	7%	3.0	60	6%
CN1CCN(C(=O)c2cc(-c3ccco3)on2)CC1	-0.6%	i	-0.1%	1.1	2.3%	-1%	-15%	-0.5	74	-17%
CC(=O)c1cccc(NC(=O)c2cc(S(=O)(=O)N3CCOCC3)cs2)c1	.	.	0.6%	.	0.4%	-7%	20%	-0.3	74	18%
Cc1cnc(CN(C)Cc2c(C(=O)N3CCCCCCC3)nc3ccc(Cl)cn23)[nH]1	.	.	-0.1%	.	1.6%	-20%	10%	1.0	73	15%
CCCc1cc(=O)oc2c(C)c(OCC(=O)N3CCC(C(=O)O)CC3)ccc12	.	.	0.2%	.	7.5%	-35%	3%[20 µM]	1.0	99	6%
C=C1CCN(C(C(=O)OC)C(C)C)S(=O)(=O)c2ccccc21 (configuration not stated)	.	i	0.0%	.	-4.1%	2%	4%	0.6	59	-17%
Cc1cc(OCCn2cnc3ccccc3c2=O)ccc1[N+](=O)[O-]	-0.3%	i	-0.3%	1.1	6.7%	-31%	2%	8.2	75	-16%
Cc1cccc(C(=O)NNC(=O)c2c(O)c3ccccc3n(C)c2=O)c1	.	.	-0.2%	.	2.6%	11%	-30%	0.2	50	27%
S=C(NCc1cccnc1)Nc1ccc(Cl)c(Cl)c1	-0.4%	i	-0.1%	1	-4.2%	14%	39%	-0.2	50	-6%
CCC1CCCCN1C(=O)C1CC(c2cc(Cl)c(OC)cc2OC)=NO1 (configuration not stated)	0.9%	i	0.0%	1	-2.0%	-18%	36%	-1.4	47	12%
CCCOc1cc(C)c(Cl)cc1S(=O)(=O)N(CC)CC	-0.9%	i	0.5%	1.1	-6.2%	-22%	-8%	-1.2	20	-10%
O=C(CCCCCNC(=O)c1ccccc1Br)N=Nc1c(O)[nH]c2ccccc12	-2.8%	i	-0.1%	1.3	-3.9%	-24%	-41%[20 µM]	-0.7	61	0%
Cc1cc(C)cc(OCCCC(=O)O)c1	-2.3%	i	-0.2%	1	-0.4%	1%	1%	0.3	70	8%
O=C(O)CCCC(=O)Nc1ccc(OCc2nc3ccccc3s2)cc1	0.1%	i	-0.1%	1.2	-7.7%	-18%	7%[20 µM]	2.3	58	-22%
CN(C)c1nc(C(=O)Nc2ccccc2)nc(N(C)C)n1	-1.5%	i	0.2%	1.1	-1.8%	-15%	-21%	1.4	44	-9%
C/C(=N/NC(=O)c1ccccn1)c1ccc(O)cc1	.	i	-0.1%	.	1.1%	-6%	13%	-0.3	55	-64%
COc1ccc(C2CC(=O)C(C3NCCc4ccccc43)=C(O)C2n2cncn2)cc1 (configuration not stated)	-1.4%	i	0.5%	1.1	3.9%	-3%	-19%	1.0	60	18%
CC(OC(=O)c1ccc2ncsc2c1)C(=O)N1CCCC1 (configuration not stated)	-1.3%	i	0.8%	1	-0.6%	-30%	10%	-0.7	46	-1%
Cc1ncc([N+](=O)[O-])n1CC(=O)NC1CCCC1	2.2%	i	-0.4%	1	-1.6%	-13%	20%	0.2	58	1%
CCn1nccc1C(=O)Nc1ccc(S(=O)(=O)NC23CC4CC(CC(C4)C2)C3)cc1	-2.3%	i	-0.3%	0.9	6.4%	-27%	-17%	13	59	11%
CCOC(=O)CSc1nnc2n(C3CCCCC3)c(=O)c3c4c(sc3n12)CCCC4	-1.0%	i	-0.1%	0.9	7.5%	-50%	11%	19	66	-11%
CCCCOc1ccc(C(=O)N/C(=C/C=C/c2ccccc2)C(=O)O)cc1	-0.3%	i	-0.1%	1	-6.0%	-24%	-33%[20 µM]	0.4	51	-2%
Cc1ccc(S(=O)(=O)NC(CC(C)C)C(=O)Nc2nccs2)cc1 (configuration not stated)	-1.2%	i	0.0%	1.1	-1.1%	-5%	-9%	-0.2	65	-3%
COc1ccc2nc(NCc3ccccc3)[nH]c2c1	-4.4%	i	-0.1%	1.1	-5.6%	-23%	36%	-1.3	81	-37%
CCOC(=O)NC(=O)CSc1nc2ccccc2[nH]1	0.2%	i	-0.1%	0.7	-4.5%	-6%	2%	0.4	59	13%
Cc1cc(OCc2cc(C(=O)N3CCN(CC4CC4)CC3)no2)cc(C)c1Cl	.	.	0.3%	.	-2.2%	-3%	6%	0.7	71	-8%
O=c1cc(N2CCC3(CC2)OCCO3)[nH]c(=O)n1-c1ccc(Cl)cc1	-0.4%	i	0.0%	1.1	-2.2%	-11%	16%	1.2	61	10%
O=C(Nc1cccc(S(=O)(=O)N2CCCC2)c1)c1ccc2c(=O)n3c(nc2c1)CCCCC3	-3.3%	i	-0.4%	1	20%	33%	-13%	2.9	69	29%
CCc1nc(CNC(=O)C2CCC(=O)N(CCc3cccc(F)c3)C2)no1 (configuration not stated)	.	.	-0.2%	.	4.7%	-13%	-29%	0.7	71	4%
COCCn1c(N)c(Sc2ccccc2[N+](=O)[O-])c(=O)[nH]c1=O	.	i	2.3%	.	-3.3%	-4%	-3%	-0.7	68	7%
Cc1ccc(C(=O)NCCn2ccc3ccccc32)cc1[N+](=O)[O-]	0.6%	i	0.5%	1.1	6.1%	-26%	-15%	0.7	34	-5%
CCN(CC)C(=O)Cn1ccc(NC(C)=O)nc1=O	.	i	0.8%	.	0.9%	4%	5%	2.9	46	24%
Cc1[nH]c2ccccc2c1/C=N/Nc1nncn1N	0.7%	i	-0.1%	1.1	-2.4%	-25%	-24%[20 µM]	2.6	34	-20%
Cc1cc(NC(=O)c2ccc3nc(C)sc3c2)no1	2.4%	i	0.2%	1.1	-3.3%	-43%	2%	-0.4	44	-35%
Cc1nc(NC(=O)c2ccc3c(c2)OCO3)ccc1Br	0.5%	i	0.2%	1.1	.	-18%	-92%[20 µM]	1.4	43	-96%
COC(=O)Nc1ccc(S(=O)(=O)N(CCO)CCO)cc1	1.4%	i	0.5%	1.1	-6.0%	-25%	1%	0.6	55	8%

# High-throughput results as filed in PubChem BioAssay.
